# Screening data as filed in PubChem BioAssay.
# RGS8-Gao reg = human RGS8-Galphao interaction regulation | multiplexed bead flow cytometry, RGS8-Galphao binding; actives lie on both sides | AID 1423 | 220,000 compounds, 0.34% hits | response (percent of control binding), % at 10 µM | P09471; in the data active means response below about 60% or above about 140%; inactive means in between;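 further: Galphao activated as the GDP aluminium fluoride complex binding bead-coupled RGS8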
# Target sequence (P09471 whole entry, looked up): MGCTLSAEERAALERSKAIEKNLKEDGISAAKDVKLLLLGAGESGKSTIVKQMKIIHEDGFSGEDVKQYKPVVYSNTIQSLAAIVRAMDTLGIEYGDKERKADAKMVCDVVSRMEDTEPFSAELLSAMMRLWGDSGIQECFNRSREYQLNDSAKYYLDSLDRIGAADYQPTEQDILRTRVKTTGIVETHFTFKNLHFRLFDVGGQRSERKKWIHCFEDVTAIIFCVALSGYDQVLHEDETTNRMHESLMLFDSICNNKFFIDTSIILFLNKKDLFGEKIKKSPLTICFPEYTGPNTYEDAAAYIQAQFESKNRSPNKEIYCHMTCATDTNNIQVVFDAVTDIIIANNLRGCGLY
# RGS7-Gao reg = human RGS7-Galphao interaction regulation. P09471. Multiplexed bead flow cytometry, RGS7-Galphao binding; actives lie on both sides. binding response (% of control), % at 10 µM. 220,000 compounds, 0.35% hits. AID 1439; in the data active means binding response below about 49% or above about 150%; inconclusive means no clear call, values can overlap the other calls; inactive means in between;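 further: fluorescent Galphao held in activated GDP-AlF4 state binding bead-coupled RGS7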
# Mcl1 Bid PPI = disrupts binding of human Mcl-1 to Bid peptide; Q07820; TR-FRET Mcl-1/Bid-Dy647 peptide binding, 1536-well; inhibition, % at 21.7 µM; 220,000 compounds, 0.97% hits; AID 1021;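 active means compounds that cut the binding signal by more than half at the single screening dose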;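 further: His-tagged Mcl-1 with europium anti-His antibody binding Bid BH3 peptide; 0% = Mcl-1 plus peptide wells and 100% = peptide-only wells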
# Target sequence (Q07820 whole entry, looked up): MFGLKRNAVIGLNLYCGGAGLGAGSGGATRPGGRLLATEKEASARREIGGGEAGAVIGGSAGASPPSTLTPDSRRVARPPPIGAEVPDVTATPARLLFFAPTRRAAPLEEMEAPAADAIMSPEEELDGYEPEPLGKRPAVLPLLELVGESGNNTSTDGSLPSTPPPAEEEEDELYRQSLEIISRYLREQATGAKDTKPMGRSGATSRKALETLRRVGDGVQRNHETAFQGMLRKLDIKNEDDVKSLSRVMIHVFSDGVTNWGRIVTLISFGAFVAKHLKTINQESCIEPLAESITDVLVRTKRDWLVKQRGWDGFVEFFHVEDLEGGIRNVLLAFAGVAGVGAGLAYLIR
# RGS4-Gao reg = modulates binding of RGS4 to human Galphao; binding response (% of control), % at 10 µM; Multiplexed bead flow cytometry; actives lie on both sides; 220,000 compounds, 0.33% hits; AID 1415; in the data active means binding response below about 49% or above about 150%; inactive means in between;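 further: fluorescent Galphao activated with aluminum fluoride binding bead-coupled RGS4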
# Numbers without * were called inactive; ? = inconclusive. This is a subset; rates above refer to the full screens.
SMILES,RGS8-Gao reg,RGS7-Gao reg,Mcl1 Bid PPI,RGS4-Gao reg
COc1cc(C(CCN2CCOCC2)c2c(OC)cc(OC)c3c(C)cc(=O)oc23)cc(OC)c1OC (stereo not given),102.2,?,-42.7,101.6
Cc1cc(OC2CCCCC2)nc(NCc2ccccc2)n1,100.8,?,13.7,100.5
Cc1ccc(NC(=O)COc2cccc(/C=C3\SC(=S)N(CCC(=O)O)C3=O)c2)cc1Cl,100.0,?,-67.5,99.4
Oc1ccc(N=Nc2nccs2)c(O)c1,6.3*,?,-82.7,-21.6*
COC(=O)Nc1ccc(S(=O)(=O)NC2CCS(=O)(=O)C2)cc1 (stereo not given),100.8,?,-35.7,103.4
COc1ccc(NC2c3ccccc3C(=O)N2c2ccccn2)cc1 (stereo not given),99.3,?,-44.4,100.1
Cc1c(Nc2c3ccccc3nc3ccccc23)c(=O)n(-c2ccccc2)n1C,105.4,?,-34.2,72.7
CCOc1ccc(-n2nnc3c(=O)n(CC(=O)Nc4cc(C)on4)cnc32)cc1,102.2,?,-21.8,97.2
COc1ccc(N=Cc2nc(-c3ccccc3)oc2OC(C)=O)cc1,99.3,?,-36.9,102.0
Cc1csc2c(N3CCN(C(=S)Nc4ccc(F)cc4F)CC3)ncnc12,95.0,?,-62.6,93.8
Nc1ccc(S(=O)(=O)N2CCCC2C(=O)O)cc1 (stereo not given),98.9,?,-13.7,102.9
COc1nccc(C(F)(F)F)c1C(=O)NC(=O)Nc1ccccc1,97.7,?,-5.0,98.6
Cc1ccc([N+](=O)[O-])cc1NC(=O)/C=C/C(=O)O,100.7,?,-24.8,96.0
C=CCOc1ccc(/C=C2\SC(=Nc3cccnc3)NC2=O)cc1,103.7,?,-4.4,105.8
O=C(Nc1cccc2ccccc12)N1CCCN(c2c(Cl)cncc2Cl)CC1,102.2,?,0.7,102.8
O=C(Nc1cccc(Cl)c1)Nc1sccc1-c1nc2ccccc2s1,102.7,?,-38.1,102.9
CC(C)c1cc(C(=O)N2CCCC(CCC(=O)N3CCN(c4ccccn4)CC3)C2)no1 (stereo not given),102.5,?,-34.0,104.2
Cc1cc(C)nc(NC(=O)/C=C/c2ccc(Cl)cc2)n1,97.3,?,-8.3,98.8
CC(C)n1cnc2c(Nc3ccc(C(=O)O)cc3)nc(Cl)nc21,101.4,?,-34.0,102.5
CN(C(=O)c1cccs1)c1ccc(OCC(=O)Nc2ccc(C(=O)O)cc2)cc1,101.5,?,-7.4,97.7
COc1ccc(-c2nc(C=O)cs2)cc1,98.9,?,-10.8,97.8
CCc1nc2ccccc2c(C(=O)OCC(=O)NC(=O)c2cccn2C)c1C,102.5,?,-30.4,102.0
CC(C)c1cc(-c2cc(C(=O)NCc3ccccc3)on2)nc(NCC2CC2)n1,98.9,?,-27.4,97.1
Cc1cc(Oc2ccc(=O)n(C)n2)nc(SCCOc2ccccc2)n1,100.8,?,-2.8,106.3
CN(C)c1nc(N)c([N+](=O)[O-])c(NCC2CCCO2)n1 (stereo not given),104.3,?,-13.8,107.1
Cc1nn(C)c(Cl)c1CN1CCN(CCC(C)C)C(CCO)C1 (stereo not given),100.8,?,-33.0,93.3
NS(=O)(=O)c1cccc(NC(=O)COC(=O)C2CCN(S(=O)(=O)c3cccs3)CC2)c1,100.4,?,-13.8,103.8
C=CCN(c1ccccc1C(=O)NCC(=O)O)S(=O)(=O)c1ccc(C)cc1,99.9,?,5.6,100.5
O=C1/C(=N\S(=O)(=O)c2cccs2)C([n+]2ccccc2)=C([O-])c2ccccc21,99.8,?,-57.9,101.9
Cn1c(=O)c2cc3c(nc2n(C)c1=O)CC(c1ccccc1)CC3=O (stereo not given),99.2,?,14.7,100.3
Nc1n[nH]c(=S)n1-c1ccc(Cl)cc1,85.0,?,-21.2,95.8
CC1(C)C[C@@H]2C[C@@](C)(CN2C(=O)c2ccccc2)C1,102.9,?,-7.4,102.8
Cc1ccccc1N1C(=O)C(Cc2ccc(F)cc2)S/C1=C(\C#N)C(N)=O (stereo not given),112.1,?,-18.7,122.6
Cn1c(SCC(=O)Nc2cc(Cl)cc(Cl)c2)nnc1-c1ccc2nonc2c1,99.2,?,-45.5,97.3
Cc1nnc2n1N=C(c1ccc3c(c1)NC(=O)CO3)CS2,99.5,?,15.4,98.5
CCCOCc1ccc(O)c2ncccc12,101.5,?,-181.2,102.8

# Given with tabs: entries from further up.
structure	RGS8-Gao reg	RGS7-Gao reg	Mcl1 Bid PPI	RGS4-Gao reg
CN(C)c1nc(N)c([N+](=O)[O-])c(NCC2CCCO2)n1 (stereo not given)	104.3	?	-13.8	107.1
Cc1csc2c(N3CCN(C(=S)Nc4ccc(F)cc4F)CC3)ncnc12	95.0	?	-62.6	93.8
C=CCOc1ccc(/C=C2\SC(=Nc3cccnc3)NC2=O)cc1	103.7	?	-4.4	105.8
COc1ccc(N=Cc2nc(-c3ccccc3)oc2OC(C)=O)cc1	99.3	?	-36.9	102.0

# More compounds
SMILES,RGS8-Gao reg,RGS7-Gao reg,Mcl1 Bid PPI,RGS4-Gao reg
CCOC(=O)N1C2=NC(C(=O)OC)=C(C(=O)OC)[C@@H]3N(C)c4ccccc4[C@]23C[C@H]1C(=O)OC,99.6,?,-81.9,100.9
CC(=O)NCc1ccc(C(=O)O)cc1,98.1,?,-12.8,94.8
NNC(=O)c1cc(-c2ccc(N)cc2)nc2ccc(Br)cc12,107.1,?,-4.4,104.3
CN1/C(=C\C(=O)COC(=O)c2ccc(O)cc2)C(C)(C)c2ccccc21,97.6,?,-29.0,97.0
CCCc1cc(=O)oc2c3c(c4c(c12)OC(C)(C)C=C4)OC(C)C(C)C3O (stereo not given),10.2*,?,1.5,-6.7*
CSc1cccc(NC(=O)Nc2ccccc2C(N)=O)c1,101.8,?,-5.7,101.5
O=C(CN1C(=O)CSc2ccccc21)N/N=C/c1ccco1,107.5,?,-44.3,108.3
NC1=NC[C@@H](Cc2ccc(O)cc2)N1CCCCC1CCCCC1,98.2,?,-26.0,97.5
Cc1c(Cl)cccc1NC(=S)Nc1ccc2[nH]c(=O)[nH]c2c1,102.0,?,-108.5,99.5
Cn1c(SCc2cccc(Br)c2)nnc1-c1ccccn1,90.8,?,-18.9,89.8
Cc1ccc(C(=O)N/N=C\c2ccccn2)cn1,97.7,?,-43.7,86.1
COc1ccccc1N(CC(=O)NCC1CCCO1)C(=O)CNS(=O)(=O)c1ccc(Cl)cc1 (stereo not given),102.0,?,-14.9,102.0

# Profiles, quoted from the list. Order of values: RGS8-Gao reg	RGS7-Gao reg	Mcl1 Bid PPI	RGS4-Gao reg
# `Cn1c(SCC(=O)Nc2cc(Cl)cc(Cl)c2)nnc1-c1ccc2nonc2c1` as listed: 99.2	?	-45.5	97.3
# `Cc1nn(C)c(Cl)c1CN1CCN(CCC(C)C)C(CCO)C1` (stereo not given) as listed: 100.8	?	-33.0	93.3

# Following part
SMILES,RGS8-Gao reg,RGS7-Gao reg,Mcl1 Bid PPI,RGS4-Gao reg
Nc1n[nH]c(C2CC2)c1N=Nc1ccc(Cl)c(Cl)c1,93.7,?,21.4,89.8
COc1cc(N2C(=O)C=CC2=O)c(OC)cc1Cl,88.2,?,21.0,95.9
COc1cc(/C=C2\SC(=S)N(NS(=O)(=O)c3ccc(C)cc3)C2=O)ccc1O,97.3,?,20.1,108.9
CN(C)/C=C/C(=O)c1c(F)cccc1F,100.1,?,-77.8,99.1
Cn1cc(S(=O)(=O)N2CCN(c3cccc(Cl)c3)CC2)c(=O)n(C)c1=O,99.3,?,-10.2,99.0
Cc1ccc(OC(=O)c2c(C)nn(-c3ccccc3)c2C)cc1,96.8,?,-8.4,96.7
COc1ccc(-c2cn[nH]c2-c2ccc(OCc3ccccc3)cc2O)cc1OC,100.3,?,8.3,99.0
COc1ccc(C2CC(c3ccc(OC)cc3)n3nc(NS(C)(=O)=O)nc3N2)cc1 (stereo not given),107.3,?,-14.0,110.0
Cc1ccc(-c2csc(NC(=O)C[n+]3cc(-c4ccc(C)cc4)n4c3CCC4)n2)cc1,103.2,?,-42.7,101.9
COc1cc(O)c(C(CCN2CCCCC2)c2ccc3c(c2)OCO3)c(OC)c1 (stereo not given),104.7,?,-60.2,102.2
COc1ccc(N2C(=O)[C@@H]3[C@H](C2=O)[C@H](C(C)=O)N2c4ccccc4C=C[C@@H]32)cc1,102.0,?,-72.2,105.7
CCOc1ccccc1NC(=O)Nc1cc(S(=O)(=O)N(C)C)ccc1C,102.3,?,-4.2,102.9
COc1ccc(C(=O)Nc2ccccc2C(=O)N/N=C/c2ccncc2)cc1OC,98.6,?,31.2,101.0
COC(=O)c1sc(-c2ccc(C(C)(C)C)cc2)cc1NC(=O)CCC(=O)O,104.2,?,18.9,103.0
O=C(Cn1cc2c(n1)CCCCC2)Nc1c(F)cc(F)cc1Br,120.0,?,-15.1,122.3
COc1ccc(OCC(O)CNC(=O)c2cccs2)cc1 (stereo not given),99.9,?,-11.1,97.7
Cc1ccc(N(Cc2cc3ccccc3[nH]c2=O)C(=O)c2cccs2)cc1C,101.8,?,-24.8,107.9
COc1ccc(C2/C=C\CN(C(=O)c3ccccc3)[C@H](Cc3ccccc3)C(=O)N2Cc2ccc(F)cc2)cc1 (stereo not given in full),101.4,?,-44.7,104.4
COC(=O)[C@H](CC(C)C)NC(=O)NCCC1=CCCCC1,101.0,?,6.2,100.9
COC(=O)c1cc(S(=O)(=O)Nc2cccc(S(N)(=O)=O)c2)oc1C,99.9,?,-3.8,100.5
COC(=O)C(C)NC(=S)N1CCN(c2c(F)cc3c(=O)c(C(=O)O)cn(C4CC4)c3c2OC)CC1C (stereo not given),93.5,?,-44.8,93.7
COC(=O)CNC(=O)C1Cc2ccccc2CN1S(=O)(=O)c1cccs1 (stereo not given),94.0,?,-17.9,93.0
O=C(NNc1c(Cl)cccc1Cl)c1sccc1Cl,99.9,?,-2.3,99.6
CC(C)Oc1cccc(C(=O)C2CCCN(Cc3cccn3-c3cccnc3)C2)c1 (stereo not given),103.7,?,-65.8,114.2
CN1CCN(c2ccc(CNS(=O)(=O)Cc3cccc(C(F)(F)F)c3)cc2)CC1,98.9,?,-42.2,94.7
O=C(O)c1ccc(-c2nc(-c3ccccc3)c(-c3cccs3)[nH]2)cc1,99.6,?,-63.8,102.3
CCC/C(O)=C1\C(=O)CCCC1=NCCc1c(C)[nH]c2ccccc12,102.0,?,-122.8,102.8
Cc1cc(=O)oc(C)c1C(=O)Nc1cccnc1Cl,97.5,?,-6.8,94.7
COC(=O)CCCC1=CC2=CC(=O)C(C)(OC(=O)c3cccs3)C(=O)C2=CN1CCc1c[nH]c2ccccc12 (stereo not given),94.6,?,-85.5,90.4
O=C(O)CC(Sc1n[nH]c(=S)s1)C(=O)O (stereo not given),87.0,?,18.0,73.7
CCC(=O)N(CCC1(C(C)C)CCOC(C)(C)C1)C(C)c1cccs1 (stereo not given),102.9,?,-9.4,107.5
Cc1ccc(-c2nc(-c3ccccn3)sc2CC(=O)O)cc1,102.3,?,-24.3,103.0
CC(=O)c1ccc2c(c1)OCCOCCOc1ccccc1OCCOCCO2,90.8,?,-9.2,76.0
CC(=O)n1c(C=Nc2ccc(Cl)cc2)c(O)c2ccccc21,101.1,?,-37.7,100.0
CCC(C)[C@H](NC(=O)NCCC1=CCCCC1)C(=O)OC (stereo not given in full),100.9,?,-9.8,102.2
OC1COC(OCc2ccccc2)C(O)C1O (stereo not given),99.7,?,-9.5,101.2
CC1(C)C([N+](=O)[O-])C(c2ccc(F)cc2)NC(c2ccc(F)cc2)C1[N+](=O)[O-] (stereo not given),102.1,?,4.0,99.1
CC(C)NC(=O)CSc1nnc(-c2ccc3ncccc3c2)n1C,98.8,?,-33.8,102.0
O=C(Nc1cccc(Cl)c1)c1cc(N=Nc2ccc([N+](=O)[O-])cc2Cl)ccc1O,100.8,?,100.2*,101.4
CCOC(=O)c1sc(NNC(=O)c2ccc(F)cc2)nc1C,100.9,?,-27.5,95.7
CCN(C(=O)COC(=O)c1nn(-c2ccccc2)c(=O)c2ccccc12)C1CCS(=O)(=O)C1 (stereo not given),100.8,?,-53.1,96.9
COc1cc(CC(=O)O)ccc1OCc1ccccc1,99.1,?,-3.7,95.1
CCCCNc1nc(N)ncc1[N+](=O)[O-],93.8,?,-5.3,88.0
O=C(O)CSc1ccc(NC(=O)Nc2ccccc2F)cc1,101.3,?,-12.5,98.5
O=S(=O)(Nc1ccc(N2CCCCC2)cc1)c1ccc(F)cc1F,100.6,?,-35.5,94.6
COCCN(C(=S)Nc1ccccc1C)C(C)c1ccco1 (stereo not given),99.1,?,-131.2,101.8
Oc1ccccc1/C=N/Nc1nn[nH]n1,100.4,?,-53.4,101.2
CCCCc1c(O)cc(C)[nH]c1=O,102.9,?,-33.3,101.4
Nc1ccnn1-c1ccccc1,98.7,?,-36.8,97.2
O=C(Nc1ccccc1)Oc1cccc(Br)c1,99.0,?,-54.6,97.2
CC(C)=NOc1nc(N(C)C)nc(N2CCOCC2)n1,102.0,?,15.6,100.0
COc1cc(CO)ccc1Oc1nc2ccccc2n2cnnc12,100.0,?,-16.9,101.9
CCCCn1c(SCC(=O)N(C)C2CCS(=O)(=O)C2)nc2cc(S(N)(=O)=O)ccc21 (stereo not given),101.5,?,-33.4,101.9
